TWEAK-Fn14 inh = inhibitors of TWEAK-Fn14 signaling, primary screen, luciferase reporter cells, uHTS | actives 2% (n = 360,000) | TWEAK-stimulated Fn14 reporter cells, luciferase luminescence, 8 h | inhibition, % at 10 µM; in the data active = inhibition above about 50%
NOD2 RIPK2 PPI = NOD2-RIPK2 binding disruptors in cells, primary screen, fluorescence, CHO cells, BLA complementation; Receptor-interacting serine/threonine-protein kinase 2 (Homo sapiens), O43353; CCF4 ratio; inhibition, % at 4.98 µM; actives 0.38% (n = 360,000); in the data active = inhibition above about 21%;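 also: 0% = vehicle only and 100% = reference blocker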
Target sequence (O43353 whole entry, looked up): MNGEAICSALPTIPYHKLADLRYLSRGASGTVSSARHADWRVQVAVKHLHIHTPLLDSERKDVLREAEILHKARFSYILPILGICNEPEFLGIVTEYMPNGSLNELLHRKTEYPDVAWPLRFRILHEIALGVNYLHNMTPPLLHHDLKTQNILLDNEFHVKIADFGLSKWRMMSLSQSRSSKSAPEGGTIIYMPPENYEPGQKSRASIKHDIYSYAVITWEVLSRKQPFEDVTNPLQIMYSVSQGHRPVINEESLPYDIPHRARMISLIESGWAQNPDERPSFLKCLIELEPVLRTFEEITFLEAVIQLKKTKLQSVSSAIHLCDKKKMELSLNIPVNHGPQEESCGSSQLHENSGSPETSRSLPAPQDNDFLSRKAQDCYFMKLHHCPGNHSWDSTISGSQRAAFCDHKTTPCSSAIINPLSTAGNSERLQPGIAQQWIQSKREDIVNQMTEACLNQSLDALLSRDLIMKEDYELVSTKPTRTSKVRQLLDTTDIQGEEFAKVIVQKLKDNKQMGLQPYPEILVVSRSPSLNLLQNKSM
LMP1 NFkB inh = EBV LMP1-driven NF-kappaB luciferase reporter inhibitors, primary screen, cell-based, luminescence, single point; inhibition, % at 12.5 µM; actives 0.69% (n = 350,000); LMP1-induced NF-kappaB luciferase reporter cells; in the data active = inhibition above about 41%;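 also: 0% = neutral control wells and 100% = reference inhibitor control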
TRAIL sens C8 = viability loss with TRAIL in NB7+C8 cells, primary screen, TRAIL sensitizer project, cell-based, ATPlite luminescence; AID 624354, 2012; inhibition (viability loss, TRAIL sensitization), % at 10 µM; actives 1% (n = 360,000);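 active = compounds causing at least 50% loss of cell viability in the single-dose screen, relative to plate controls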
COUP-TFII inh = NR2F2 transcriptional activity inhibitors, primary screen, cell-based, luciferase reporter, HEK293T, luminescence | COUP transcription factor 2 (Homo sapiens), P24468 | HEK293T NGFI-A luciferase reporter | inhibition, % at 8.6 µM | actives 0.7% (n = 370,000);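 active = inhibition above a per-plate cutoff, mean inhibition of test wells between control levels plus 3 SD, cut at about 38% in these data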;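 also: cells cotransfected with COUP-TFII expression vector driving the NGFI-A reporter; 0% = median of COUP-TF2 test wells and 100% = reporter-only cells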
NCOA1 inh = SRC1 coactivator transcriptional activity inhibitors, primary screen, cell-based, luminescence; Nuclear receptor coactivator 1 (Homo sapiens), Q15788; HEK293 GAL4-SRC1 luciferase reporter; inhibition, % at 3.6 µM; actives 0.12% (n = 360,000);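 active = inhibition above the campaign mean plus 3 SD, with each screening campaign given its own cutoff, cut at about 60% in these data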;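 also: 0% = DMSO treated cells and 100% = gossypol at 36 µM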
SRC2 inh = inhibition of GAL4-SRC2 driven luciferase reporter, primary screen, SRC2 inhibitor project, cell-based, luminescence; HEK293 GAL4-SRC2 luciferase reporter; inhibition, % at 9 µM; Nuclear receptor coactivator 2 (Homo sapiens), Q15596; actives 0.17% (n = 370,000);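 active = inhibition above the mean inhibition of all tested compounds plus 3 SD, set per campaign, cut at about 52% in these data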;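 also: 0% = DMSO treated cells and 100% = cells given Gossypol at 36 µM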
LRH-1 inv ag = LRH-1 (NR5A2) inverse agonists, primary screen, cell-based, luminescence, HEK293T, StAR-luciferase reporter | LRH-1 transfected, 24 h | actives 0.13% (n = 360,000) | AID 602396, 2012 | Nuclear receptor subfamily 5 group A member 2 (Homo sapiens), O00482 | inhibition, % at 3.6 µM;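 active = inhibition above the mean inhibition of all tested compounds plus 3 SD, cut at about 73% in these data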;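 also: 0% = DMSO wells and 100% = reporter-only cells lacking LRH-1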
Target sequence (O00482 whole entry, looked up): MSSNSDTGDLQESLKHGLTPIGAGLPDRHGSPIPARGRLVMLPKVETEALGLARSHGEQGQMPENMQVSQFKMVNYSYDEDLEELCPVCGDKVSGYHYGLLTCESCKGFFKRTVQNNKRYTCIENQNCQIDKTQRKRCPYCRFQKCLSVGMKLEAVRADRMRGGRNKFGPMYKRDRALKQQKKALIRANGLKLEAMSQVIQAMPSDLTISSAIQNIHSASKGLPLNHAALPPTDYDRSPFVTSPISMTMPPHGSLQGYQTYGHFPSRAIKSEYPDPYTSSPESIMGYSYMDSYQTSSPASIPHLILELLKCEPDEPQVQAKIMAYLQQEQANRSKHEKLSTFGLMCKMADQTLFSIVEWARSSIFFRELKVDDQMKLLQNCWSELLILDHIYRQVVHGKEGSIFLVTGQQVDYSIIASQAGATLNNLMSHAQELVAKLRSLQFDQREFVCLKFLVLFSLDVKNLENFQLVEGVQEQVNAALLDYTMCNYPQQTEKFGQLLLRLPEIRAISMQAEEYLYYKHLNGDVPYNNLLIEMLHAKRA
NCOA3 inh = SRC3 coactivator transcriptional activity inhibitors, primary screen, cell-based, luminescence | Nuclear receptor coactivator 3 (Homo sapiens), Q9Y6Q9 | HEK293 GAL4-SRC3 luciferase reporter | inhibition, % at 3.6 µM | actives 0.17% (n = 360,000) | AID 588352, 2011;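 active = inhibition above a per-campaign cutoff, the mean of all compounds plus 3 SD, cut at about 60% in these data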;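 also: 0% = DMSO-treated cells and 100% = gossypol-treated cells at 36 µM; higher means less SRC3-driven luciferase light from the GAL4 reporter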
TLR9-MyD88 block = inhibitors of TLR9-MyD88 association in cells, primary screen, cell-based, CHO, BLA complementation, fluorescence | Toll-like receptor 9 (Homo sapiens) + Myeloid differentiation primary response protein … | CCF4 FRET ratio | inhibition, % at 4.98 µM | actives 0.21% (n = 340,000) | AID 504734, 2011;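 active = inhibition above the mean over all tested compounds plus 3 SD, cut at about 21% in these data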;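 also: 0% = DMSO only wells and 100% = clavulanate BLA inhibitor control wells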
TROY signal inh = inhibitors of TROY-driven NF-kB signaling, primary screen, Q293 LMP1-TROYcd cells, NF-kB luciferase, uHTS; Q293 LMP1-TROYcd NF-kB luciferase reporter, 4 h; inhibition, % at 10 µM; actives 0.98% (n = 360,000);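 active = compounds whose plate-normalised and pattern-corrected inhibition of the luciferase reporter signal at the single screening dose is 50% or more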
Active calls of the source: *; / = no result given. The list is partial; the hit share may differ from the screen's.

Values run as follows: LMP1 NFkB inh	COUP-TFII inh	TLR9-MyD88 block	SRC2 inh	NOD2 RIPK2 PPI	NCOA1 inh	TROY signal inh	LRH-1 inv ag	TWEAK-Fn14 inh	TRAIL sens C8	NCOA3 inh
- CCCCC(=O)N/N=C(\C)CC(=O)Nc1cc(Cl)ccc1OC
  -4	-10	3	5	-6	7	-1	3	7	-4	5
- CCOC(=O)c1cccc(N2C(=O)C3C(C(=O)NC4CC4)C4(C)C=CC3(O4)C2C(=O)NC(C)(C)C)c1 (centres undefined)
  -1	0	-2	-5	7	-4	14	18	11	-20	-1
- CC1CCCCC1NC(=O)c1ccc(S(=O)(=O)NNC(=O)c2ccncc2)cc1 (centres undefined)
  -2	-15	9	13	-4	3	9	2	-18	4	1
- COc1cc(NC(=O)c2cccc(C)c2)c(Cl)cc1[N+](=O)[O-]
  -9	12	6	-1	-8	-5	-4	34	-6	-1	-13
- O=S(=O)(NCCc1ccncc1)c1ccccc1
  -2	4	1	15	7	-8	3	8	2	-3	10
- Cc1ccc(C(=O)NNC(=S)Nc2cccc(Cl)c2Cl)cc1[N+](=O)[O-]
  4	/	-1	/	0	14	-6	-2	-8	6	1
- CCCCn1c(N)c(N(Cc2ccccc2OC)C(=O)C2=COCCO2)c(=O)[nH]c1=O
  4	-6	9	-32	-2	-18	0	-2	-12	-11	-8
- Cc1ccc(S(=O)(=O)N2CCOC2CNC(=O)C(=O)NCCCc2ccccc2)cc1 (centres undefined)
  8	7	-3	19	4	11	6	22	4	16	-23
- Cc1ccccc1C(=O)Nc1ccc(C(=O)NNC(=O)CCCOc2ccc(Cl)cc2Cl)cc1
  -4	6	-2	6	-11	-15	14	8	0	-5	14
- CCC(=O)c1ccc(OCC(O)Cn2nc(C)c(Br)c2C)cc1 (centres undefined)
  8	11	-9	-5	-10	-16	12	-15	8	3	-5
- CCCc1cc(=O)[nH]c(SCc2csc(-c3ccccc3)n2)n1
  1	-9	5	-15	3	10	-1	-9	37	12	27
- O=C(Cn1c(=O)oc2cc(S(=O)(=O)N3CCCCCC3)ccc21)NC1CCCCCCC1
  -3	-8	-1	12	1	4	3	5	-3	5	-13
- CC1(C)C(=O)Nc2ccccc2N1C(=O)COC(=O)c1cccc(O)c1
  6	2	1	6	-8	10	2	-16	7	-6	4
- CCc1c(O)nc(SCC(=O)Nc2ccccc2OC)n(-c2ccccc2C)c1=O
  6	15	-10	1	-7	6	14	-4	-3	-16	4
- O=C(NCc1ccc(Cl)cc1)NCC(F)(F)F
  7	-8	-2	2	-4	-33	-5	-28	-5	-6	-3

Following part
Values run as follows: LMP1 NFkB inh	COUP-TFII inh	TLR9-MyD88 block	SRC2 inh	NOD2 RIPK2 PPI	NCOA1 inh	TROY signal inh	LRH-1 inv ag	TWEAK-Fn14 inh	TRAIL sens C8	NCOA3 inh
- CN(C)c1ncc(S(=O)(=O)c2ccc(Cl)cc2)c(-c2ccccc2)n1
  -4	1	-4	4	-3	1	1	-6	4	-1	4
- O=C1C[C@H]2CCCCC(=O)N3CC[C@@H](C1)[C@@H]23
  -1	-11	3	3	-4	-2	-8	14	18	-12	20
- O=C1NC(Cc2c[nH]c3ccccc23)C(=O)N1CCOc1ccccc1 (centres undefined)
  -10	11	2	-22	-1	14	0	13	0	-21	3
- CC1=CC2C(C3C=CC2(C)C(=O)C3(C)O)C(C)(O)C1=O (centres undefined)
  4	-4	-6	0	-6	-3	-17	-6	34	-18	-8
- Cc1cccc(NC(=O)CSc2n[nH]c(-c3ccncc3)n2)c1C
  -4	-15	4	-10	-6	-13	0	6	-2	-16	-6
- O=C(Nc1ccccc1)c1cc2ccccc2o1
  -20	-37	-3	-47	-4	-118	-10	-136	49	56*	-97
- COc1ccccc1C(=O)C1CCCN(C(=O)C2=CC(=O)CC(C)(C)O2)C1 (centres undefined)
  4	6	-5	9	-7	-9	-9	9	0	3	1
- COc1ccc(Cc2nc3ccc(C(=O)NCC4CCOCC4)cc3o2)cc1OC
  -7	-8	5	-61	-4	-2	-54	-24	-24	-1	-40
- CCc1ccc(-n2c(=S)sc3c(=O)n(-c4ccccc4OC)c(=S)[nH]c32)cc1
  7	17	-1	5	8	1	-33	6	-24	-4	17
- CC1CN(C(C)C)C(C)CC1OC(=O)c1ccccc1 (centres undefined)
  -9	5	4	-31	-11	12	-11	16	-19	0	4
- CC(=O)NC(c1ccc(F)c(F)c1)c1nc(-c2cccc(C(=O)O)c2)cs1 (centres undefined)
  /	-49	/	-29	-13	-61	-65	-36	-17	-4	-94
- O=C(NCc1ccco1)C(=O)NCC1OCCCN1S(=O)(=O)c1ccc(F)cc1 (centres undefined)
  -6	-9	3	-1	-7	0	4	-7	1	-9	1
- CCCn1c(N)c(N2CCCCC2)c(=O)n(CC(=O)Nc2ccc(OC(F)(F)F)cc2)c1=O
  7	13	-4	-14	-5	-38	0	2	-9	-1	2
- O=c1[nH]c(Cc2ccc(F)cc2)nc2scc(-c3ccc(F)cc3)c12
  1	13	-15	-9	0	-17	12	-16	21	27	7
- CC1(C)NC(=O)N(CC(O)CN2C(=O)CCC2=O)C1=O (centres undefined)
  -3	2	1	-22	-6	-29	-3	-4	-14	1	-11

(next part)
Values run as follows: LMP1 NFkB inh	COUP-TFII inh	TLR9-MyD88 block	SRC2 inh	NOD2 RIPK2 PPI	NCOA1 inh	TROY signal inh	LRH-1 inv ag	TWEAK-Fn14 inh	TRAIL sens C8	NCOA3 inh
- CCCCCN(C(=O)CCC(=O)OCC(=O)N1CCCC(C)C1)c1c(N)n(CCCC)c(=O)[nH]c1=O (centres undefined)
  -5	-4	-8	-3	-5	-1	10	13	-1	-9	6
- S=C1NC2=C(CCCC2=C2SCCCS2)C(c2ccccc2)N1 (centres undefined)
  -8	12	-6	18	0	-7	-6	-11	-19	3	7
- Nc1cc(N)nc(SCCOc2ccccc2F)n1
  0	-51	-5	-39	-4	-58	-45	-62	-30	-11	-50
- CS(=O)(=O)c1ccc(Cl)c(NC(=O)CN2CCN(C(=O)c3cccs3)CC2)c1
  33	13	7	4	1	-16	6	-9	-17	-7	-15
- COc1ccc(N(C)C(=O)c2cc3c(s2)-c2ccc(Cl)cc2S(=O)(=O)C3)c(OC)c1
  11	-2	14	-10	-2	-9	31	7	71*	36	14
- COc1cccc(NS(=O)(=O)c2c(C)n(C)c(=O)n(C)c2=O)c1
  -2	-12	-30	-9	-5	4	-2	-8	-1	-2	17
- O=C(c1cc(COc2ccc(F)cc2Cl)on1)N1CCCCCC1
  -19	-34	3	-35	5	-74	-41	-90	-22	-20	-63
- CC1CCC/C=C/C(=O)c2c(O)cc(O)cc2CC(=O)O1 (centres undefined)
  -19	-19	-3	47	13	-18	43	52	94*	23	28
- CC1CCCC(C)N1C(=O)CNCc1ccc2c(c1)OCO2 (centres undefined)
  2	-19	-3	-8	-3	-22	-3	-3	-5	21	-4
- COC(=O)C1=C(C)N=C2SCCC(=O)N2C1c1cc(Br)ccc1OC (centres undefined)
  -7	-12	6	13	-3	14	6	21	24	2	10
- Nc1ncnc2c1nc(-c1ccccc1)n2C1OC(CO)C(O)C1O (centres undefined)
  /	10	/	-9	-10	-6	4	18	4	-12	20
- CC[C@]12c3[nH]c4ccccc4c3CCN1C(=O)C(CC(=O)NCc1cccc(C(F)(F)F)c1)C[C@@H]2C(=O)N1CCN(C(=O)c2ccco2)CC1 (some centres undefined)
  -6	19	-2	10	1	-11	4	-2	6	2	4
- Cc1ccc(Cl)cc1NC(=O)C(=O)N/N=C/c1ccc2c(c1)OCO2
  7	-6	11	-21	-9	0	-37	3	-30	3	-16
- Cc1ccc(NC2=C(Cl)C(=O)OC2OC(C)C)cc1 (centres undefined)
  -7	-14	8	-2	-6	19	3	14	0	-3	8
- COc1ccc(CC(C)Nc2ccccc2F)cc1 (centres undefined)
  29	5	-10	6	-6	0	-18	15	7	3	12

Going on with the list:
Values run as follows: LMP1 NFkB inh	COUP-TFII inh	TLR9-MyD88 block	SRC2 inh	NOD2 RIPK2 PPI	NCOA1 inh	TROY signal inh	LRH-1 inv ag	TWEAK-Fn14 inh	TRAIL sens C8	NCOA3 inh
- Cn1cc(/C=N/NC(=O)COc2ccccc2[N+](=O)[O-])c2ccccc21
  1	-3	-5	-14	0	18	0	-9	-14	17	13
- COCCCn1c(SCC(=O)Nc2ccc(NC(=O)c3ccco3)c(OC)c2)nc2ccccc2c1=O
  0	2	-7	8	-5	-1	1	-6	-12	14	13
- Oc1ccc2cc(Br)ccc2c1CN1CCCC1
  0	-9	2	-19	-1	-11	-17	-18	11	7	13
- COc1ccc(S(=O)(=O)N2CCCOC2CNC(=O)C(=O)NCc2ccco2)cc1C (centres undefined)
  -2	7	6	-7	9	3	7	10	4	7	-3
- Cc1cccc2sc(N(CCCN(C)C)C(=O)c3sc4ccccc4c3Cl)nc12
  -3	-27	0	-12	8	7	-4	10	18	9	4
- CC(=O)OC1C=CCC2C(=O)c3cccc(O)c3C(O)C12 (centres undefined)
  2	-7	-9	-9	-8	3	-13	-14	-24	4	1
- CC(OC(=O)c1cc(=O)c2ccccc2o1)C(=O)c1ccccc1 (centres undefined)
  -7	-2	1	3	1	-8	-11	-3	1	-5	-10
- Cc1cc(S(=O)(=O)N2CCOCC2)ccc1OCC(=O)Nc1ccc(F)cc1F
  -7	-6	-11	-15	-15	-16	-13	-6	10	8	14
- COC(=O)c1cccc(CC2(C)C(=O)Nc3cc(-c4ccccc4Cl)ccc32)c1 (centres undefined)
  /	2	/	-31	-6	-13	11	-44	-18	6	-62
- O=c1c2ccccc2cnn1Cc1n[nH]c(=S)n1-c1ccccc1Cl
  -9	-4	8	5	-21	11	16	6	20	-1	25
- O=C(c1ccc2c(c1)OCO2)N1CCC2(CC1)Oc1ccc(F)cc1C(=O)C21CC(c2cccnc2)=NO1 (centres undefined)
  4	-2	4	5	10	-12	-5	-12	-3	-2	-9
- O=C(Cn1c(=O)c2c(ncn2Cc2ccccc2)n(Cc2ccccc2)c1=O)N1CCc2ccccc21
  3	20	-11	-5	4	18	7	4	-19	5	10
- Cc1ccc(N2CC(=O)Nc3c(oc4nc(-c5ccccc5)cc(C)c34)C2=O)cc1
  11	-11	-1	-34	8	4	3	-2	-46	10	4
- O=C(CSc1nnc(-c2cnccn2)n1Cc1ccco1)c1ccccc1
  3	-5	-12	-33	-10	-14	-10	-31	-24	9	-10
- Cc1cccc(OCc2nnc(SCC(=O)N3c4ccccc4Sc4ccc(Cl)cc43)o2)c1
  2	-13	5	-35	-9	2	-1	10	1	-8	-9
- COCc1cc(C)nc(SCC(=O)Nc2ccc(N3CCOCC3)cc2)c1C#N
  1	-2	-4	0	12	1	7	35	-10	-9	5

High-throughput results deposited in PubChem by several laboratories.
